Assay outcomes from PubChem.
APE1 inh = inhibitors of human APE1 endonuclease; P27695; recombinant APE1, TAMRA/BHQ-2 abasic DNA cleavage fluorescence; Potency, µM (highest dose often 65.8 µM), inactives show top-dose activity change, negative = inhibition, actives largely listed as inhibitors; actives 0.35% (n = 350,000); AID 2517;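 note: plate controls were vehicle for no effect and reference inhibitor for full effect; nearly all actives have a fitted effect of over 55% in size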
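Enzyme (0.75 nM final) and test compound are incubated 15 min at room temperature before adding 50 nM quenched THF abasic-site duplex. Cleavage dequenches TAMRA, followed at 525/598 nm over three reads one minute apart.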
Anesthetic bind = candidate novel general anesthetic via apoferritin binding. Potency, µM (highest dose often 77.5 µM), inactives show at the highest dose activity change, negative = displacement, most hits filed as inhibitors. AID 485281. actives 0.074% (n = 350,000). apoferritin/1-aminoanthracene competitive binding, fluorescence; note: % is set by controls: 0 for no effect and ±100 for the full control effect; nearly all actives have a fitted effect of over 20% in size
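Probe: 1-aminoanthracene (50% saturated, PBS). Protein: horse-spleen apoferritin, 10 uM. Incubation: 10 min, room temperature. Detection: 380 nm excitation, 535 nm emission. Analysis: normalized response, four-parameter Hill.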
BAZ2B block = blocks human BAZ2B; Q9UIF8; Potency, µM (top dose mostly 114 µM), inactives show at the highest dose activity change, negative = inhibition, most hits filed as inhibitors; actives 4.4% (n = 360,000); AlphaScreen BAZ2B-H3K14Ac peptide displacement; AID 504333; note: % is set by controls: 0 for no effect and ±100 for the full control effect; nearly all actives have a fitted effect of over 60% in size
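Multi-concentration screen (max 110 uM) measuring displacement of acetylated histone H3 peptide from BAZ2B by AlphaScreen, using 50 nM protein, 50 nM peptide and 10 ug/mL streptavidin donor plus Ni-chelate acceptor beads.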
Pol kappa inh = inhibitors of human DNA polymerase kappa; purified Pol kappa, fluorescent DNA synthesis assay, 10 min; Potency, µM (top dose mostly 107 µM), for inactives: top-dose activity, negative = inhibition, hits mostly inhibitors; AID 588579; actives 0.53% (n = 400,000); Q9UBT6; note: % is set by controls: 0 for no effect and ±100 for the full control effect
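10 nM Pol kappa preincubated 15 min at room temperature with compounds, then reaction started with substrate at 50 nM final. Fluorescence read kinetically at 0 and 10 min; buffer-only wells served as negative control.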
BLM helicase inh = inhibitors of human Bloom syndrome helicase BLM | P54132 | recombinant BLM DNA unwinding, fluorescence dequenching | Potency, µM (highest dose often 56.1 µM), without a hit: top-dose activity change, negative = inhibition, hits mostly inhibitors | actives 0.2% (n = 350,000);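 note: plate controls were vehicle for no effect and no enzyme for full effect; nearly all actives have a fitted effect of over 35% in size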
Target sequence (P54132 whole entry, looked up): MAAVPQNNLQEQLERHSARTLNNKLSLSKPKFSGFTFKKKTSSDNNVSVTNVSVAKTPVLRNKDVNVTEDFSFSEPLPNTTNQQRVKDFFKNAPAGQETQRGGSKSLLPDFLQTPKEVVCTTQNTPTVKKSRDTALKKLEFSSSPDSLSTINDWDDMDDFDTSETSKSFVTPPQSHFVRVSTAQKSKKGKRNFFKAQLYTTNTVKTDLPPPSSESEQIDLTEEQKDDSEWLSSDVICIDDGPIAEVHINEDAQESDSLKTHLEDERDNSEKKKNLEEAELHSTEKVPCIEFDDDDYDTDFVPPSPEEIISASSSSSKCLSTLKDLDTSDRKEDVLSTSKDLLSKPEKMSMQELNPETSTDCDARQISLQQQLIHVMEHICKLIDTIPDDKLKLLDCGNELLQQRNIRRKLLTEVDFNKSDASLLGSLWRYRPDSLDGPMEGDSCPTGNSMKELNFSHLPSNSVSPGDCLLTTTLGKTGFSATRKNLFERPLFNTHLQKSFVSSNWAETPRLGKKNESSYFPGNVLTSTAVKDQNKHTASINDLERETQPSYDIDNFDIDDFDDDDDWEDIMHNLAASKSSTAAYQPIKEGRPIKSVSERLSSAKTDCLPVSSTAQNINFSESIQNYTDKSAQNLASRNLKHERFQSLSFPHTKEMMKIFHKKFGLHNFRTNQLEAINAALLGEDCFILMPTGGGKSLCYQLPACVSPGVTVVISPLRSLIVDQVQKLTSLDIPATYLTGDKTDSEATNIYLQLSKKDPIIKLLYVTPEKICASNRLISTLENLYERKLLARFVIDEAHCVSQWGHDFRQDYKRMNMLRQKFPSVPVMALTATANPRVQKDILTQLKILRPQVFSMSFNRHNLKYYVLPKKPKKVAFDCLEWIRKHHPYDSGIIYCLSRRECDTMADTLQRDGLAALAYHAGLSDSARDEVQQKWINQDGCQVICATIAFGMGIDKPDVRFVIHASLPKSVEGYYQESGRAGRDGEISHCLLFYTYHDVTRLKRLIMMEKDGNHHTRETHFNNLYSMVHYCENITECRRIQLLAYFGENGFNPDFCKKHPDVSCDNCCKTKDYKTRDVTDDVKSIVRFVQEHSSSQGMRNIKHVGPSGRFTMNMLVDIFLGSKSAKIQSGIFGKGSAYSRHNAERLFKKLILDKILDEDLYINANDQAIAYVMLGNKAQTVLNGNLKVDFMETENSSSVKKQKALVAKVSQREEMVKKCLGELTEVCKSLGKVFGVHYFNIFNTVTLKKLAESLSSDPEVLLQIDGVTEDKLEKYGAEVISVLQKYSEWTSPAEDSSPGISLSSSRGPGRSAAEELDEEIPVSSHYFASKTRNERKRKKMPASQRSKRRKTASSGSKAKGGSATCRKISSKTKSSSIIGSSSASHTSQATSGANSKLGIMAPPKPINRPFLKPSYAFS
POLB inh = blocks human DNA polymerase beta activity. AID 485314. Potency, µM (highest dose often 114 µM), for the others: top-dose activity change, negative = inhibition, usual class: inhibitors. actives 1.3% (n = 340,000). Pol beta primer extension/strand displacement, fluorescence kinetic; note: % is set by controls: 0 for no effect and ±100 for the full control effect
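Human Pol beta at 10 nM; strand-displacement substrate 50 nM final. Compound exposure 15 min at room temperature before start, reaction 10 min at room temperature.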
Pol iota inh = blocks human DNA polymerase iota activity; Q9UNA4; Pol iota fluorescent replication assay, 10 min; Potency, µM (series often up to 115 µM), without a hit: top-dose activity, negative = inhibition, actives largely listed as inhibitors; actives 1% (n = 390,000); AID 588590
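Pol iota at 10 nM preincubated 15 min with compounds at room temperature; reaction started with fluorescent substrate, 50 nM final. Fluorescence read kinetically at 0 and 10 min; buffer-only wells as negative control.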
POLH inh = inhibitors of human DNA polymerase eta; Potency, µM (titrated, usually from 114 µM), inactives show top-dose activity change, negative = inhibition, actives largely listed as inhibitors; recombinant Pol eta, fluorescent DNA replication assay; AID 588591; actives 1.2% (n = 390,000); note: % is set by controls: 0 for no effect and ±100 for the full control effect
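Fluorescent replication assay: 50 nM final substrate added after a 15 min room-temperature compound preincubation with 10 nM enzyme. Signal taken at 0 min and again at 10 min.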
G9a inh = inhibitors of human histone lysine methyltransferase G9a; Q96KQ7; G9a H3K9 monomethylation, AlphaScreen, 2 h; Potency, µM (top dose mostly 102 µM), without a hit: at the top dose activity, negative = inhibition, most hits filed as inhibitors; actives 8.8% (n = 350,000); AID 504332; note: % is set by controls: 0 for no effect and ±100 for the full control effect; nearly all actives have a fitted effect of over 75% in size
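Enzyme 20 nM + cpd, 15 min RT; add b-H3K9 pep 500 nM / SAM 20 uM; 2 h RT; anti-H3K9me1 Ab 0.5 ug/mL + SA donor / anti-rabbit acceptor beads 20 ug/mL each, 10 min; AlphaScreen read.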
* = called active by the depositor; ? = inconclusive; nt = not tested or not shown; [ ] = dose if it differs, or a comment. Calls come from the whole dose curve; as a rule, active = well fitted curve in the direction sought with a large enough effect; inconclusive = small, poorly fitted or top-dose-only effect, or another doubt; inactive = no such curve, though single readings can be large; an effect the other way counts as inactive or inconclusive. Potency is the fitted concentration of half-maximal effect. A portion of the library (hit frequency here may not be typical).

canonical_smiles | APE1 inh | Anesthetic bind | BAZ2B block | Pol kappa inh | BLM helicase inh | POLB inh | Pol iota inh | POLH inh | G9a inh
COCCOC(=O)c1c(C)n(S(=O)(=O)c2ccc(C)cc2)c2ccc(NS(=O)(=O)c3ccc(C)cc3)cc12 | nt | 1% | -13% | -10% | -8% | -2% | -10% | -25% | ?
O=C(/C=C\Nc1ccc(Cl)cn1)c1ccc(Br)cc1 | -1% | -8% | -23% | -1% | 2% | 0% | 162%[activator] | 0% | -37%
CCN1CCN(C(=O)C(C)Sc2nc3nc(C)cc(C)n3n2)CC1 (stereo unspecified) | -2% | nt | nt | 8% | nt | nt | 15% | -26% | nt
Cc1ccc(S(=O)(=O)N(C)C)cc1NC(=O)c1cc(C(C)(C)C)nn1Cc1ccccc1 | 0% | -13% | 23% | -17% | -16% | -1% | -7% | -13% | 9%
Cc1ccnc(NS(=O)(=O)c2ccc(NC(=O)c3ccc(N4C(=O)CCC4=O)cc3)cc2)n1 | 0% | -2% | ? | ? | -4% | ? | ? | 8.9µM* | -7%[59 µM]
CC(NC(=O)CSc1ccccc1)c1ccccc1 (stereo unspecified) | 7% | -3% | 10% | 0% | 2% | 11% | 22% | -18% | nt
COc1ccc(C(C)=O)cc1CSc1nnnn1-c1ccc(O)cc1 | 1% | -11% | -4% | 2% | -3% | -9% | 38% | -18% | ?
COc1ccccc1NC(=O)NCc1ccc2c(c1)OCO2 | -8% | -3% | -3% | nt | 1% | 14% | nt | nt | 2%[59 µM]
Cc1nc2ncnn2c(C)c1CCC(=O)NCc1ccc2c(c1)OCO2 | 3% | -9% | 3% | -7% | -1% | 18% | 9% | -2% | 6%
CCOc1ccc(N2CC(NC(=O)c3ccc(S(=O)(=O)N4CCCCC4)cc3)CC2=O)cc1 (stereo unspecified) | nt | -16% | -4% | 1%[60.1 µM] | -6% | 3% | 37%[activator] | -15% | -5%[59 µM]
COCCCNC(=O)CC(NS(=O)(=O)c1ccc(C)cc1)c1ccco1 (stereo unspecified) | -2% | -7% | 13% | -3% | -3% | 23% | 12% | 0% | -7%[59 µM]
CCOC(=O)C1=C(COC(=O)COc2cc(C)ccc2C)NC(=O)NC1C (stereo unspecified) | 3% | nt | -1% | 0% | nt | nt | 5% | -19% | 12%[0.501 µM]
CC1CCC(NC(=O)c2cc3c(=O)n(C)c4ccccc4c3n2C)CC1 (stereo unspecified) | 1% | -4% | -3% | -8% | -1% | -21% | -12% | -18% | 5%
Cc1nc([N+](=O)[O-])c(C(=O)OCc2cccc(Br)c2)n1C | 2% | -23% | -17% | 3% | -2% | 33% | 32%[activator] | -9% | 50µM*
O=C(Cc1cccc2ccccc12)NCC1CCCO1 (stereo unspecified) | -2% | -9% | -20% | -3% | -2% | 0% | 13% | -14% | -38%[59 µM]
CCOC(=O)C1CCCN(C(=O)c2ccc3c(c2)N(Cc2ccccc2)C(=O)c2ccccc2S3(=O)=O)C1 (stereo unspecified) | nt | ? | ? | -5% | -4% | 16% | 0% | nt | 4%[59 µM]
O=C(NC1CCCCC1)C1CCN(S(=O)(=O)c2cccs2)CC1 | 4% | -11% | 5% | 6% | -4% | -7% | 19% | 1% | 2%[59 µM]
Cc1ccccc1NC(=O)C1CCN(C(=O)c2cnn(-c3ccccc3)c2-n2cccc2)CC1 | nt | -5% | -2% | -5% | -5% | 44%[activator] | 6% | -7% | 11%[59 µM]
Cc1ccn2c(NC(=O)C(C)(C)Oc3ccc(Cl)cc3)c(-c3cccs3)nc2c1 | -8% | 1% | -37% | -6% | -8% | -1% | 1% | ? | ?
CCOC(=O)Cc1nn[nH]n1 | 0% | -3% | -19% | -18% | -2% | -2% | -2% | -7% | ?
COc1ccc(-c2coc3cc(O)cc(O)c3c2=O)cc1OC | 2% | 2% | -31% | 5% | 1% | 5% | 45%[activator] | -18% | 14%
NC(=O)c1ccc(N=C2C(=O)Nc3ccc([N+](=O)[O-])cc32)cc1 | -3% | -11% | -24% | -9% | 32µM* | ? | ? | 20µM* | nt
COc1ccc(Br)cc1[C@H]1[C@H]2C=CC[C@@H](C)[C@@H]2C(=O)N1Cc1ccccc1 | -1% | -13% | 13% | -27% | 7% | -2% | ? | ? | 1%[12.7 µM]
COC(=O)c1ccsc1-n1cc(C#N)c(=O)n(C)c1=O | -1% | -2% | 2% | -9% | -3% | 39%[activator] | 5% | -12% | 18%
CCOC(=O)c1c(NC(=S)N2CCOCC2)sc(C)c1C | 1% | -5% | -2% | -3% | -4% | 5% | -27%[58.9 µM] | -21% | -4%[59 µM]
CCOC(=O)c1ccc(-c2cc(C)no2)[nH]1 | 1% | -5% | 9% | -19% | 3% | 61% | 13% | 2% | 11%[59 µM]
Cc1cc(NC(=O)CSc2nc3ccsc3c(=O)n2CCCCC(=O)O)no1 | 1% | -14% | -7% | -10% | 2% | 77% | 4%[58.9 µM] | -4% | 90%[activator][59 µM]
CCOC(=O)n1c(=O)[nH]c2ccc(Br)cc21 | 13% | 0% | 2% | -13% | 0% | 56% | 31%[activator] | 2% | 26%
Oc1ccc(C[C@@H]2CNCCN2CCCCC2CCCCC2)cc1 | 3% | nt | -6% | 4% | nt | nt | -2% | -19% | -9%[2.33 µM]
CCN(C(=O)COC(=O)/C=C/c1cccc(Cl)c1)c1c(N)n(Cc2ccccc2)c(=O)[nH]c1=O | 48% | nt | 4% | 6% | nt | nt | -17% | -14% | 10%[12.7 µM]
CCC(C)NC(=O)c1cc2n(n1)CCCN(Cc1ccc(C)cc1)C2=O (stereo unspecified) | nt | -6% | -29% | -5%[60.1 µM] | 2% | 6% | -17% | -2% | -2%[59 µM]
CC(CNC(=O)CCS(=O)(=O)c1ccc2c(c1)NC(=O)CO2)c1ccccc1 (stereo unspecified) | 37% | -8% | -13% | 8% | 1% | -3% | 7% | -1% | 13%
COc1ccccc1-c1noc(CCC(=O)Nc2cc(C(F)(F)F)ccc2Cl)n1 | -4% | -22% | -5% | -11% | -11% | 7% | 13% | -8% | ?
COc1ccc(C(=O)NCCSCc2ccccc2)cc1OC | 4% | -12% | -24% | -8% | -5% | -6% | -2% | -9% | -7%[59 µM]
COc1cccc(C(=O)N/N=C(\C)c2ccc(NC(=O)Cc3ccccc3)cc2)c1OC | -2% | -12% | -13% | -18% | -2% | -16% | 59%[activator] | -13% | 56%[activator]
CCCc1ccc(OCc2ccc(C(=O)N/N=C/c3cccnc3)o2)cc1 | 30% | ? | -12% | -15% | -1% | 2% | ? | 5% | 15%
CC1Oc2ccccc2OC1C(=O)Nc1ccccn1 (stereo unspecified) | -8% | -13% | 11% | -8% | 4% | -10% | 4% | -4% | 9%[59 µM]
O=C(/C=C/c1cccc(F)c1)Nc1ccc(S(=O)(=O)N2CCOCC2)cc1 | -8% | nt | nt | -10% | nt | nt | 100%[activator] | -21% | nt
Cc1ccc2nc(SCC(=O)NCc3ccc(F)cc3)nc(=O)n2c1 | 19% | nt | -4% | -6% | nt | nt | 10% | -3% | -4%
CCN(C(=O)COc1cc(=O)n(C)c2ccccc12)c1cccc(Cl)c1 | 0% | -13% | 5% | -5% | -1% | 24% | 11% | 10% | 14%
COc1cc(OC)c2c(c1Cl)O[C@@]1(C2=O)[C@H](C)CC(=O)C[C@@H]1OC | 0%[21 µM] | -7%[29.3 µM] | nt | -3%[12 µM] | 1%[21.4 µM] | nt | nt | nt | 20%[21.5 µM]
COc1ccc(-n2c(SCC(C)=O)nc3sc(C)c(C)c3c2=O)cc1 | 0% | -4% | 2% | -2% | -4% | 7% | 28% | -9% | -5%[0.501 µM]
Cc1ccc2oc(=O)c3cc(C(=O)NCc4ccc(Cl)cc4)sc3c2c1 | nt | 0% | -13% | -15% | -18% | -1% | 25% | ? | -4%[59 µM]
COc1ccccc1NC(=O)CSc1nnc2c3ccccc3n(C)c2n1 | nt | -13% | 1% | -10%[60.1 µM] | 7% | 31% | 7% | -17% | 8%[59 µM]
COc1ccc(NC(=O)c2c(F)cccc2Cl)cc1S(=O)(=O)N1CCOCC1 | -6% | nt | nt | -1% | nt | nt | 77%[activator] | -24% | nt
COc1cccc2[nH]c3c(N4CCC(C)CC4)ncnc3c12 | -4% | -10% | nt | -8% | -9% | 1% | 4% | 5% | 25%[59 µM]
CCC1(CC)Nc2ccccc2C(=O)N1c1ccc(OC)cc1 | -2% | 67%[activator] | -1% | -1% | 0% | 1% | -14% | 5% | -3%
Cc1ccc2c(=O)cc(C(=O)Nc3ccc(S(=O)(=O)N4CCCCC4C)cc3)oc2c1C (stereo unspecified) | nt | -4% | -16% | 16% | -3% | 44% | -20% | 2% | -8%[59 µM]
COc1cccc(C2=NOC(C(=O)Nc3cc(OC)c(OC)c(OC)c3)C2)c1 (stereo unspecified) | -3% | -9% | -1% | -6% | -2% | 1% | 14%[58.9 µM] | -17% | nt
CN(Cc1c(F)cccc1Cl)c1nnnn1-c1ccccc1 | -3% | -7% | 7% | -2% | 0% | ? | 16% | -22% | 23%[59 µM]
Cc1nc(SCc2ccccc2F)c2oc3ccccc3c2n1 | 2% | 5% | 33% | -16% | -8% | 12% | 41%[activator] | 5% | 58%[activator][59 µM]
CCCS(=O)(=O)c1nc(S(=O)(=O)c2ccc(C)cc2)c(NCc2ccccn2)s1 | ? | -20% | 0% | -10% | -1% | 6% | ? | -16% | 35µM*
Cc1[nH]nc(SCC(=O)N2CCCCCC2)c1[N+](=O)[O-] | -1% | ? | -28% | -24% | -2% | -1% | 18% | -12% | ?
CC1CCCN(C(=O)CN2C(=O)CSc3ccc(S(=O)(=O)N4CCOCC4)cc32)C1 (stereo unspecified) | -10% | -7% | -3% | -5% | -1% | 55%[activator] | 15% | -8% | 15%[59 µM]
Cc1c(C(=O)Nc2ccccn2)oc2c(Cl)cccc12 | -16% | nt | 1% | -4% | nt | nt | 33%[activator] | 13% | 9%[0.501 µM]

Results in APE1 inh, for 2 of the compounds above:
Structure	APE1 inh
CCC1(CC)Nc2ccccc2C(=O)N1c1ccc(OC)cc1	-2%
Cc1nc(SCc2ccccc2F)c2oc3ccccc3c2n1	2%
